Assay outcomes deposited in PubChem by several laboratories.
rCAG RNA binder: binders of r(CAG) RNA repeats, primary screen, biochemical, fluorescence; r(CAG) RNA repeat, TO-PRO-1 dye displacement fluorescence; inhibition, % at 3 µM; actives 1.3% (n = 370,000); AID 651821, 2012;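 active = inhibition above the plate cutoff, the mean of all test compounds on that plate plus 3 SD, cut at about 35% in these data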;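 note: 0% = DMSO alone and 100% = 100 µM mitoxantrone as full dye displacement; higher means more dye released from RNA so lower well fluorescence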
TDP2 absorb: human TDP2 enzyme inhibitors, primary screen, biochemical, epi absorbance, recombinant enzyme. T5PNP hydrolysis, p-nitrophenol absorbance 415 nm. inhibition, % at 12.8 µM. actives 0.34% (n = 370,000);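 active = inhibition above the mean of all tested compounds plus 3 SD, set per campaign, cut at about 25% in these data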;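 note: 0% = DMSO with enzyme and 100% = buffer with substrate but no TDP2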
Target sequence (O95551 whole entry, looked up): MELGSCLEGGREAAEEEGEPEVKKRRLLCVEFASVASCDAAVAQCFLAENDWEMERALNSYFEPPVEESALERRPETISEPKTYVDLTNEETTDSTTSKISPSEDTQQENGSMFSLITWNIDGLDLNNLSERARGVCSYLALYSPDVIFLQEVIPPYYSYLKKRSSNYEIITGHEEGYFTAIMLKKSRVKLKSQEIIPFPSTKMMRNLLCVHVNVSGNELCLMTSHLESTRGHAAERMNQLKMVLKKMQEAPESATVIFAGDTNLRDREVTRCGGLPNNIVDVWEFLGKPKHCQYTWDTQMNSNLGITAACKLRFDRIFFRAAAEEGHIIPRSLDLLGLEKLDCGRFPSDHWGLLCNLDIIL
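Test system: human TDP2 enzyme; Input: 120 nM TDP2 per well; Buffer or medium: Mg2+-containing Tris-HCl buffer, pH 7.5; Reagent: 5 mM T5PNP; Dosing: 12.8 µM single point, 1% DMSO; Incubation: reaction 2 h, 37 °C; Detection: p-Nitrophenol epi absorbance; Read-out: % inhibition relative to enzyme-containing and enzyme-free wells; Replicates: single well per compound.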
TCR-CD3 inh: inhibitors of human TCR-CD3 interaction, primary screen, biochemical, fluorescence, TAMRA-labeled TCR probe | T-cell receptor (TCR) | inhibition, % at 9.4 µM | actives 0.37% (n = 360,000) | AID 651800, 2012; in the data active = inhibition above about 19%;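 note: recombinant mutant TCR 2C K166C tagged with TAMRA read by polarization; 0% = receptor in buffer alone and 100% = receptor with positive control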
HTRA1 inhibitor: HTRA1 serine protease inhibitors, primary screen, biochemical, fluorescence polarization, HTS | Q92743 | recombinant HTRA1, FP-rhodamine activity-based probe | inhibition, % at 5.96 µM | actives 0.5% (n = 340,000); in the data active = inhibition above about 36%;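 note: 0% = enzyme with DMSO and 100% = wells lacking enzyme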
NPR2 activator: human GC-B receptor activators, primary screen, HEK293 GC-B cells, cGMP TR-FRET, EC30 CNP. Atrial natriuretic peptide receptor 2 (Homo sapiens), P20594. actives 0.11% (n = 370,000). activation, % at 10 µM. 0% at EC30 CNP, 100% saturating CNP;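 active = activation at 10 µM reaching about 35% in either raw or pattern-adjusted values, limit read from the data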
LEDGF integ inh: blockers of LEDGF/p75-dependent integrase strand transfer – biochemical, TR-FRET, high throughput, primary screen. HIV-1 integrase (with human LEDGF/p75). actives 0.64% (n = 370,000). TR-FRET IN-LEDGF/p75 DNA integration, Eu/Cy5. AID 743269, 2014. inhibition, % at 3.7 µM;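 active = inhibition above the screen-wide mean plus 3 SD, cut at about 13% in these data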;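 note: signal is the Cy5 over europium emission ratio at 671 and 618 nm; 0% = plate median of compound wells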
mABHD4 FP: ABHD4 inhibitors, primary screen, biochemical, fluorescence polarization, mouse. (Lyso)-N-acylphosphatidylethanolamine lipase (Mus musculus), Q8VD66. purified mABHD4, FP-Rh probe fluorescence polarization. inhibition, % at 8.92 µM. actives 0.54% (n = 370,000). AID 720543, 2013;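 active = inhibition exceeding the mean over every tested compound plus 3 SD, cut at about 30% in these data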;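 note: 0% = plate median of compound wells and 100% = S159A mutant with DMSO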
Target sequence (Q8VD66 whole entry, looked up): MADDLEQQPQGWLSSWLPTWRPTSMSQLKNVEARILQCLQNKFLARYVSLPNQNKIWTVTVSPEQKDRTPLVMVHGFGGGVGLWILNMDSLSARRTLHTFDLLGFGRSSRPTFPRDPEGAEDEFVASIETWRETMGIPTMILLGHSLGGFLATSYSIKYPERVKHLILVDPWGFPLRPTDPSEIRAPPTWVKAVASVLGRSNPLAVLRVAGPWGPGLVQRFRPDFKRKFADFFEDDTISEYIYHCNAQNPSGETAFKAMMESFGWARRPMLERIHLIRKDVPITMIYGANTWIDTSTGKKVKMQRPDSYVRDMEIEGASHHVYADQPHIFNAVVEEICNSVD
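System: mouse ABHD4 enzyme, wild type / Medium: HEPES pH 7.0, NaCl, Pluronic buffer / Reagent: FP-Rh activity-based fluorescent probe / Control set: S159A mutant high control, sample median low control / Detection: fluorescence polarization with parallel and perpendicular emission, 525/598 nm / Schedule: 45 min + 60 min at 25 °C / Compound dosing: 8.92 µM, single dose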
PRMT1 FP inh: PRMT1 methyltransferase inhibitors, primary screen, biochemical, fluorescence polarization. Protein arginine N-methyltransferase 1 (Homo sapiens), Q99873. recombinant PRMT1, activity-based probe fluorescence polarization. inhibition, % at 2.79 µM. actives 1.3% (n = 370,000). AID 652257, 2013;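 active = inhibition above about 21% made by adding two undisclosed values, limit read from the data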
SIAE inh: human SIAE inhibitors, primary screen, biochemical, fluorescence polarization, FP-Rh probe, 1536-well HTS | Sialate O-acetylesterase (Homo sapiens), Q9HAT2 | SIAE FP-Rh probe binding | inhibition, % at 9.66 µM | actives 0.69% (n = 370,000) | AID 1053197, 2014;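 active = inhibition above a cutoff: mean of compounds within the control limits plus 3 SD of those, cut at about 17% in these data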;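 note: 0% = plate median of compound wells and 100% = probe without SIAE protein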
MBD2 inh: inhibitors of MBD2 binding to methylated DNA, primary screen, biochemical, TR-FRET, DNA-binding domain, human | Methyl-CpG-binding domain protein 2 (Homo sapiens), Q9UBB5 | MBD2 binding to methylated oligonucleotide | inhibition, % at 4.4 µM | actives 0.31% (n = 370,000) | AID 686964, 2013; in the data active = inhibition above about 13%
The depositor's hits bear a star; x = not tested or not shown. A portion of the library, so the mix of outcomes need not match the whole.

SMILES	rCAG RNA binder	TDP2 absorb	TCR-CD3 inh	HTRA1 inhibitor	NPR2 activator	LEDGF integ inh	mABHD4 FP	PRMT1 FP inh	SIAE inh	MBD2 inh
O=C(NC(=S)N1CCCC1)c1ccc(Cl)cc1	-1.7	-22.1	7.2	-0.1	-0.7	6.4	-6.5	-0.9	-10.4	-8.4
COc1ccc(CCNC(=O)CC(=O)N/N=C/c2ccc(Br)cc2)cc1OC	-0.7	-22.6	8.2	-0.2	-6.8	0.8	-10.9	-1.2	-10.9	-0.5
Cc1ccc(C(=O)NCc2nc3ccccc3[nH]2)o1	2.1	-10.9	-0.3	9.7	1.5	-1.1	4.7	-0.1	-0.8	0.2
O=C(Nc1n[nH]c(=S)s1)c1ccco1	3.4	7.8	-1.5	2.1	11.5	0.4	6.0	11.9	3.8	2.3
CCCCc1nc2cc(C(=O)N3CCC[C@H]3CO)ccc2o1	-4.1	-5.2	3.8	2.8	-0.2	-1.1	-4.9	1.3	-3.0	-0.6
CC(C1CC2CCC1C2)N1CC(O)=C(c2nc3ccccc3[nH]2)C1=N (centres undefined)	7.4	4.4	-1.3	0.9	-6.0	-1.5	9.7	4.3	-3.9	1.7
CCOc1ccc(NC(=O)c2sc(N3CCOCC3)nc2-c2ccccc2)cc1	-0.9	12.5	6.3	3.4	-1.6	-1.2	7.7	-1.6	10.0	1.6
CC(=O)Nc1cccc2c1C(=O)N(c1ccc(C)cc1)C2=O	-2.0	0.9	2.2	0.0	7.5	-1.5	5.6	1.1	-5.6	6.0
CC12CC(c3ccccc3O1)N(C(=O)c1ccco1)C(=S)N2c1ccccc1 (centres undefined)	-0.8	-10.6	9.5	-11.9	-12.5	1.8	-1.8	-1.9	6.2	-3.1
COc1cc(C(=S)N2CCOCC2)cc(OC)c1OC(=O)c1cc([N+](=O)[O-])cc([N+](=O)[O-])c1	3.1	-5.8	-8.6	-3.9	1.8	1.3	-20.3	9.6	-1.3	7.6
COc1ccc(NC(=O)c2oc3ccc(S(=O)(=O)N4CCOCC4)cc3c2C)c(OC)c1	-1.2	12.0	1.5	6.6	2.1	-4.1	0.8	-2.1	2.6	-6.3
Cc1ccc(Nc2n[nH]c(C)c2[N+](=O)[O-])cc1	-0.4	2.9	-2.4	-3.9	0.4	0.5	-3.2	-1.7	6.6	1.8
Cn1c(=O)c(Nc2ccc(Cl)cc2)c2c3c(cccc31)C(=O)c1ccccc1-2	-227.1	7.2	41.9*	x	10.2	-0.1	42.0*	92.6*	30.7*	0.7
CC(C)CNC(=O)CSc1ccc(S(=O)(=O)N2CCN(C)CC2)cn1	-1.7	3.5	-2.6	7.8	2.2	-2.5	-3.1	-0.3	4.5	-5.7
COc1ccc(CNn2c(-c3cccs3)nc3ccccc3c2=O)cc1OC	-1.3	-17.1	4.2	-23.4	-0.2	2.3	-11.1	2.4	-4.5	1.3
CCCNC(=O)CN1C(=O)NC(CCSC)C1=O (centres undefined)	-4.9	-4.4	0.3	1.9	6.3	4.3	-2.3	-4.2	-3.4	-5.2
Cc1ccc(C2(C(F)(F)F)NC(=O)N3C(=C2C#N)Nc2ccccc23)cc1 (centres undefined)	0.1	2.8	-2.3	-5.6	2.4	-4.5	2.2	0.8	-7.1	-2.2
O=C(/C=C/c1ccc([N+](=O)[O-])cc1)NCCSCc1ccco1	-0.7	9.4	-3.3	-1.3	-1.1	-2.1	-1.9	0.3	-0.4	-5.9
CC(=O)Nc1ccc(OCC(C)CN2CCC(C(O)(c3ccccc3)c3ccccc3)CC2)cc1 (centres undefined)	3.0	-4.8	x	x	-8.4	-0.8	-3.6	-3.0	3.2	1.6
CCn1c(=O)c(=O)[nH]c2cc(C(=O)NCC3CCCCC3)ccc21	2.0	8.4	-24.0	-8.4	-11.5	1.7	-26.7	2.4	-27.7	0.4
Cc1ccc(C2(C)NC(=O)N(CC(=O)N(c3ccccc3)C3CCS(=O)(=O)C3)C2=O)cc1 (centres undefined)	6.8	-1.3	-0.5	4.2	2.6	-3.3	-0.9	5.7	-6.5	3.2
CC1(NC(=O)NCc2ccco2)CCS(=O)(=O)C1 (centres undefined)	1.9	1.7	8.6	-4.3	2.2	-7.3	0.3	-0.6	6.0	-4.7
COc1cc(CC(=O)N2CCC(n3nccc3NC(=O)C3CC3)CC2)cc(OC)c1OC	-2.5	-2.6	0.9	5.5	0.6	-0.7	-3.3	1.2	3.9	0.2
COC(=O)[C@@H]1Cc2c([nH]c3ccccc23)C(C)(C)N1C(=O)CCl	-2.0	-18.8	-3.5	-1.6	-11.8	-0.9	2.4	2.4	5.7	-7.2
Cc1noc(COc2ccccc2OCC(N)=O)n1	-1.4	12.9	8.2	x	5.0	3.7	1.3	0.1	6.0	0.6
COc1ccc(CCNC2=NCC(C)S2)cc1 (centres undefined)	-0.9	8.9	-2.7	-2.4	-0.9	0.1	1.9	2.0	-2.9	-2.8
CS(=O)(=O)c1cccc(NC(=O)C2CCCN2S(=O)(=O)c2ccc(F)cc2)c1 (centres undefined)	2.0	6.9	8.7	3.7	6.2	-0.8	3.4	-0.7	4.1	2.5
C[C@@H]1CN([C@@H](C)CO)C(=O)CCCn2cc(nn2)CO[C@H]1CN(C)S(=O)(=O)c1ccc(C#N)cc1	1.7	2.1	3.4	2.6	2.7	-4.1	1.8	-1.6	-2.1	2.6
CN(C)CCCNC(=O)C[C@H]1C[C@H](C(=O)N2CCCCC2)[C@@]2(CCc3ccccc3)c3[nH]c4ccc(Cl)cc4c3CCN2C1=O	9.4	6.6	-0.3	-8.8	-15.9	-2.1	7.7	1.1	1.0	-1.9
COc1ccc(C2=NC(C)(C)Cc3cc(OC)c(OC)cc32)cc1OC	-5.4	11.4	10.4	2.3	5.5	-2.7	1.4	1.5	1.3	1.8
Oc1ccc2oc3c(c2c1/C=N/n1cnnc1)CCCC3	-1.7	-0.3	6.3	-3.1	-0.5	3.5	6.1	-1.9	-4.7	3.7
CCCCn1c(N)c(N(CC(C)C)C(=O)c2cc3c(s2)CCCCC3)c(=O)[nH]c1=O	1.2	2.1	-1.3	-1.1	-0.1	1.3	13.5	1.6	-5.3	-3.4
CC1(C)CC(=O)C2=C(C1)N(c1cccc(O)c1)C1=C(C2)C(=O)CC(C)(C)C1	-0.3	-4.7	-2.0	5.7	0.5	0.3	9.6	1.4	-3.2	-3.4
CCOC(=O)c1c(NC(=O)Cn2c(=O)oc3ccccc32)oc(C)c1C(C)=O	-4.5	7.5	-1.8	5.4	1.5	0.5	2.5	1.2	1.1	-1.3
Cc1ccc(S(=O)(=O)N2CCOCC2)cc1C(=O)N1CCN(S(=O)(=O)c2ccccc2F)CC1	-0.5	1.0	-6.2	2.3	7.4	3.0	4.1	1.2	3.6	-1.7
COc1ccc(CN(C)CC(=O)Nc2ccc(N3CCOCC3)cc2)cc1OC	-0.8	9.8	-9.4	5.5	3.2	-0.3	-1.0	-0.5	7.1	5.6
CCOc1ccc(NC(=S)N(CCc2c(C)[nH]c3ccccc23)Cc2cccnc2)cc1	5.2	-4.2	4.2	-4.0	-6.3	-5.1	10.8	-2.5	0.7	-2.9
CC(=O)c1cc(-c2cccc(C(C)C)c2)c(=O)n2c1CCC2	0.2	4.3	x	x	-6.2	3.9	-0.8	-3.2	5.2	-7.7
COc1ccccc1Nc1nc(N)nc(CSc2nc(C)cc(C)n2)n1	3.8	-3.0	-2.7	-6.8	2.5	1.1	5.2	1.9	-4.4	5.2
O=C(CCc1nnc(C2CCCCC2)o1)N1CCN(Cc2ccccc2)CC1	-10.7	-5.0	2.1	5.9	-1.0	-1.9	0.7	-3.6	5.2	2.9
CC(C)C(=O)Nc1ccc(N2CCN(c3ccc(F)cc3)CC2)cc1	-4.6	-10.3	1.0	6.1	-1.2	1.7	4.7	-3.0	4.7	-4.3
O=C(O)c1[nH]c(-c2ccccc2)c2c1C(=O)N(C1CC1)C2=O	4.4	8.1	3.6	x	2.8	-2.0	6.6	3.5	-6.5	-3.4
Clc1cccc(OCCn2cncn2)c1Cl	-0.6	-1.7	-4.7	1.1	1.9	-1.1	9.9	0.1	-3.6	0.3
COc1ccc(NC(=O)c2sc(SCc3ccccc3)nc2N)cc1	-1.0	0.7	3.6	-2.5	1.4	-0.1	-15.0	2.3	2.2	0.1
Cc1cc(C(C)(C)C)oc1C(=O)OCC(=O)NC1CCCCC1	-7.8	-11.0	-2.1	-6.8	-8.9	3.3	-4.9	-5.6	-4.1	-6.2
CCOc1ccc(N2CC(C(=O)NCc3ccccn3)CC2=O)cc1 (centres undefined)	2.2	8.2	0.9	-9.6	-1.4	0.3	3.5	4.0	-0.9	-0.8
CCCCC(=O)N(C)c1c(CC)nc2c(OCC(=O)c3ccc(F)cc3)cccn12	-0.4	6.0	-0.8	x	5.7	-3.0	1.8	0.5	5.0	-1.5
c1cncc(-c2nc3ccccc3o2)c1	1.0	-3.5	5.9	3.1	-1.0	-0.4	-3.2	-2.1	-3.8	0.8
COc1ccc(C(F)(F)F)cc1N/C=C/c1nnnn1-c1ccc2ccccc2c1	3.0	10.4	6.5	-30.1	-3.2	-0.4	3.1	-0.4	-2.5	1.6
O=C(CCC(=O)OCc1cccc([N+](=O)[O-])c1)Nc1ccc(F)cc1	-2.4	1.5	4.0	3.9	-0.7	2.1	6.4	-0.7	5.2	-4.1
CCOC(=O)c1[nH]c2ccc(OC)cc2c1NC(=O)c1ccc2c(c1)OCO2	3.5	15.8	2.9	-2.3	-7.0	1.4	7.4	-1.7	7.5	-3.6
O=C(CN1C(=O)NC2(CCCCC2)C1=O)Nc1ccc(S(=O)(=O)N2CCOCC2)cc1	5.7	5.1	-2.2	0.5	2.1	1.6	-2.8	-3.0	5.0	0.9
